Ba/F3 V617F tox: reduced viability of JAK2V617F-dependent Ba/F3 cells, primary screen, JAK2V617F inhibitor project, cell-based, Ba/F3 EpoR-JAK2V617F, luminescence; ATP luminescence; inhibition, % at 5.6 µM; 220,000 compounds, 1.1% hits; AID 1446, 2008;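 active = inhibition above the campaign mean plus 3 SD over all tested compounds, cut at about 24% in these data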;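 also: cytokine-independent growth of Ba/F3 cells driven by EpoR plus mutant JAK2; 0% = DMSO-treated cells and 100% = JAK inhibitor I control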
MDM2 E3 inh: MDM2-luciferase reporter signal enhancers, primary screen, MDM2 E3 ligase inhibitor project, cell-based, luminescence, 1536-well. signal enhancement, % at 5 µM. cell-based MDM2 ubiquitination luciferase reporter, 2 h; 0 = plate control, 100 = twice control, blank-subtracted. AID 1230, 2008. E3 ubiquitin-protein ligase Mdm2 (Homo sapiens), Q00987. 210,000 compounds, 0.11% hits;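 active = signal enhancement of 30% or more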;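 also: luminescence tracks abundance of the self-degrading MDM2-luciferase fusion protein; higher signal means inhibition of MDM2 E3 ligase activity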
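Timing – 2 h compound exposure at 37 °C · Assay system – mammalian cells stably expressing self-ubiquitinating, self-degrading MDM2 E3–luciferase fusion · Amount – 2000 cells seeded into each well · Measure – % luminescence enhancement versus blank-corrected plate control mean · Measured by – SteadyLite luminescence, 15 min reagent step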
Wee1 stabilizer: Wee1 degradation inhibitors, primary screen, cell-based, HeLa, Wee1K328M-luciferase, luminescence. Wee1-like protein kinase (Homo sapiens), P30291. HeLa Luc-Wee1K328M stability; 100% = proteasome inhibitor MG132 effect. reporter increase, % at 5 µM. 220,000 compounds, 1.2% hits. AID 1321, 2008;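 active = activation above the mean of all tested compounds plus 3 SD, set per screening run, cut at about 8.8% in these data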;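 also: cells exposed to compound for 20 h before luminescence read; 0% = DMSO alone and 100% = MG132 at 30 µM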
PERK inh: block of dimerizer-induced PERK translation repression, primary screen, PERK inhibitor project, CHO PERK-DD cells, SEAP luminescence, HTS; Eukaryotic translation initiation factor 2-alpha kinase 3 (Homo sapiens), Q9NZJ5; CHO PERK-DD fusion, SEAP luminescence translation reporter; inhibition, % at 5.6 µM; 220,000 compounds, 0.17% hits; AID 1416, 2008;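 active = inhibition above the mean inhibition of all tested compounds plus 3 SD, set separately per screening campaign, cut at about 2.9% in these data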;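 also: PERK kinase domain activated by AP20187 dimerizer at 100 nM; 0% = DMSO with dimerizer and 100% = rapamycin at 8.4 µM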
NPY2 pot ag: NPY-Y2 potentiators or agonists, primary screen, cell-based. Neuropeptide Y receptor type 2 (Homo sapiens), P49146. cells expressing NPY-Y2, potentiator/agonist read-out. activation, % at 3.6 µM. 220,000 compounds, 0.45% hits; in the data active = activation above about 27%;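 also: cells stimulated with NPY near EC25 plus isoproterenol at EC100; 0% = vehicle plus submaximal agonist and 100% = vehicle plus saturating agonist; some results beyond the cut were filed as inactive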
Target sequence (P49146 whole entry, looked up): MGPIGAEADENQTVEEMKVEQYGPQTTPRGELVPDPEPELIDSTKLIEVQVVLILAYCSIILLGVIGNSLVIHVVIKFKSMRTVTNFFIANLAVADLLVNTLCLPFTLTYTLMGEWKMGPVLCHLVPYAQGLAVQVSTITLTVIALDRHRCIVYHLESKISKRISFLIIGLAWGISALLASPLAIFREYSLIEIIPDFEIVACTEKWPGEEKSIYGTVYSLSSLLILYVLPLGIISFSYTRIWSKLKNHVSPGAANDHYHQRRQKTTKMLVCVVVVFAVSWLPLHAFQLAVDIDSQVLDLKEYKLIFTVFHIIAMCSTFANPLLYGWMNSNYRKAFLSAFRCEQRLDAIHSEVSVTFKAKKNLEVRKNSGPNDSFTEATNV
S1P4 antagonist: S1P4 receptor antagonists, primary screen, cell-based | inhibition, % at 4.98 µM | S1P4-expressing cells, antagonist mode, reporter read-out | AID 1510, 2009 | 220,000 compounds, 0.26% hits | Sphingosine 1-phosphate receptor 4 (Homo sapiens), O95977; in the data active = inhibition above about 29%;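 also: 0% = wells stimulated with agonist and 100% = vehicle wells without agonist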
Target sequence (O95977 whole entry, looked up): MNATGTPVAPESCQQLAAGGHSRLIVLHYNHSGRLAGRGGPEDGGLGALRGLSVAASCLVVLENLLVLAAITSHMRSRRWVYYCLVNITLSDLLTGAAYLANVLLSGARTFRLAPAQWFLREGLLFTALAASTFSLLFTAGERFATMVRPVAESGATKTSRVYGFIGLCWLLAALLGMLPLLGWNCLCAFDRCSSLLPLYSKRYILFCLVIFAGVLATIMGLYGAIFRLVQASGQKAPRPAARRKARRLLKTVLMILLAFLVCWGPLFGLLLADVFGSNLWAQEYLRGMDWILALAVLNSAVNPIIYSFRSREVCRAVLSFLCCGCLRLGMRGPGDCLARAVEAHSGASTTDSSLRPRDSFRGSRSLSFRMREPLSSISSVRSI
S1P4 agonist: S1P4 receptor agonists, primary screen, cell-based. Sphingosine 1-phosphate receptor 4 (Homo sapiens), O95977. S1P4-expressing cell line, agonist reporter assay. activation, % at 4.98 µM. 220,000 compounds, 0.35% hits. AID 1509, 2009; in the data active = activation above about 11%;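 also: 0% = DMSO vehicle and 100% = reference agonist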
eIF4E-4G inh: eIF4E–eIF4G protein interaction inhibitors, primary screen, biochemical, uHTS, TR-FRET, eIF4GI fragment; 220,000 compounds, 0.37% hits; inhibition, % at 21.7 µM; AID 782, 2007; TR-FRET eIF4E-eIF4GI(517-606) binding, 2 h; Eukaryotic translation initiation factor 4E (Mus musculus) + Eukaryotic translation …;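 active = inhibition above about 30%, limit read from the data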;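 also: 0% = full FRET control wells and 100% = background wells lacking eIF4GI fragment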
BaF3 tox: parental Ba/F3 cell viability inhibition, counter-screen for JAK2V617F inhibitor project, murine pro-B, CellTiter-Glo luminescence | AID 1486, 2009 | inhibition, % at 5.6 µM | CellTiter-Glo ATP luminescence | 220,000 compounds, 1.1% hits;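 active = inhibition above a per-campaign cutoff, the mean inhibition of all tested compounds plus 3 SD, cut at about 27% in these data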;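 also: 0% = DMSO wells and 100% = JAK Inhibitor I control wells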
* hit, by the source's call; [ ] = dose if it differs, or a comment. Random draw from the library; 4.1% or so of the library scored in one or more.

`Cc1nn(Cc2c(F)c(F)c(F)c(F)c2F)c(C)c1NC(=O)c1nn(C)cc1[N+](=O)[O-]` gave Ba/F3 V617F tox -2, MDM2 E3 inh -6, Wee1 stabilizer -2, PERK inh -0.3, NPY2 pot ag -1, S1P4 antagonist -8, S1P4 agonist -0.6, eIF4E-4G inh 4 and BaF3 tox 4.
O=C(CCN1C(=O)C2C3C=CC(C3)C2C1=O)Nc1ccccc1 (centres undefined) was read as Ba/F3 V617F tox 0, MDM2 E3 inh -6, Wee1 stabilizer -1, PERK inh 1.1, NPY2 pot ag -3, S1P4 antagonist 7, S1P4 agonist 1.6, eIF4E-4G inh 7 and BaF3 tox 7.
`COc1ccccc1CN1C(=O)c2ccncc2C1=O` gave Ba/F3 V617F tox -4, MDM2 E3 inh -2, Wee1 stabilizer 0, PERK inh 0.7, NPY2 pot ag 3, S1P4 antagonist -21, S1P4 agonist 0.8, eIF4E-4G inh 0 and BaF3 tox 1.
For Cc1ccc(/C=C/c2nnc(-c3ccc(C)cc3)o2)cc1 the results were Ba/F3 V617F tox 2, MDM2 E3 inh 3, Wee1 stabilizer -2, PERK inh 0.6, NPY2 pot ag -8, S1P4 antagonist -1, S1P4 agonist 1.2, eIF4E-4G inh -1 and BaF3 tox 2.
For Cc1cccc(OCCCSc2nc3ccc(C)cc3[nH]2)c1 the results were Ba/F3 V617F tox -4, MDM2 E3 inh 7, Wee1 stabilizer -1, PERK inh 0.2, NPY2 pot ag -31, S1P4 antagonist -17, S1P4 agonist -1.2, eIF4E-4G inh 0 and BaF3 tox 0.
`O=C(CNS(=O)(=O)c1cccs1)NCc1ccccc1` gave Ba/F3 V617F tox 1, MDM2 E3 inh 3, Wee1 stabilizer 1, PERK inh 0.8, NPY2 pot ag -15, S1P4 antagonist 0, S1P4 agonist 0.5, eIF4E-4G inh -3 and BaF3 tox 0.
CC1=NN(c2ccc(C)cc2C)C(=O)C1C(c1ccccc1O)C1C(=O)N(c2ccc(C)cc2C)N=C1C (centres undefined) was read as Ba/F3 V617F tox -1, MDM2 E3 inh 1, Wee1 stabilizer -1, PERK inh 2.0, NPY2 pot ag 14, S1P4 antagonist 11, S1P4 agonist 1.2, eIF4E-4G inh 1 and BaF3 tox -1.
`Cc1ccc(NCc2nnc(SCC(=O)Nc3nnc(C)s3)n2C)cc1` gave Ba/F3 V617F tox -3, MDM2 E3 inh 0, Wee1 stabilizer 0, PERK inh 1.4, NPY2 pot ag -1, S1P4 antagonist -20, S1P4 agonist -0.3, eIF4E-4G inh -4 and BaF3 tox 0.
For COCCCN1CC23C=CC(O2)C(C(=O)OC)C3C1=O (centres undefined) the results were Ba/F3 V617F tox -2, Wee1 stabilizer 0, PERK inh 1.1, NPY2 pot ag -7, S1P4 antagonist 6, S1P4 agonist -0.3 and BaF3 tox 4.
Screening Cc1cc(NC(=O)c2c(F)c(F)c(F)c(F)c2F)no1 returned Ba/F3 V617F tox -3, MDM2 E3 inh -9, Wee1 stabilizer -2, PERK inh 0.3, NPY2 pot ag 13, S1P4 antagonist 1, S1P4 agonist -0.9, eIF4E-4G inh -12[fluorescence artefact?] and BaF3 tox 0.
For Cc1nnc(SCc2cccc([N+](=O)[O-])c2)s1 the results were Ba/F3 V617F tox -1, MDM2 E3 inh 2, Wee1 stabilizer 3, PERK inh 1.0, NPY2 pot ag 2, S1P4 antagonist -12, S1P4 agonist 1.6, eIF4E-4G inh 2 and BaF3 tox 5.
For Cn1c(=O)n(Cc2ccccc2Br)c2ccccc21 the results were Ba/F3 V617F tox 0, MDM2 E3 inh -3, Wee1 stabilizer -1, PERK inh 0.4, NPY2 pot ag -4, S1P4 antagonist 13, S1P4 agonist -0.4, eIF4E-4G inh -4 and BaF3 tox 4.
`CSc1cccc(NC(=O)N2CCCC(CNS(=O)(=O)Cc3ccccc3)C2)c1` (centres undefined) gave Ba/F3 V617F tox -1, MDM2 E3 inh 9, Wee1 stabilizer 3, PERK inh 0.4, NPY2 pot ag 0, S1P4 antagonist 2, S1P4 agonist 4.1, eIF4E-4G inh 1 and BaF3 tox 1.
Screening O=C(Nc1ccccc1)C1=C[C@@H](C2CC2)C[C@@H](OCCCCO)O1 returned Ba/F3 V617F tox -2, Wee1 stabilizer 1, PERK inh -0.3, NPY2 pot ag -4, S1P4 antagonist -6, S1P4 agonist 0.9, eIF4E-4G inh 2 and BaF3 tox 0.
COc1cc(C(=O)NC2CCCc3ccccc32)ccc1OCC(=O)Nc1ccc(F)cc1 (centres undefined) was read as Ba/F3 V617F tox -4, MDM2 E3 inh 1, Wee1 stabilizer -1, PERK inh 0.6, NPY2 pot ag 4, S1P4 antagonist -1, S1P4 agonist 0.4, eIF4E-4G inh -1 and BaF3 tox 1.
For CCOc1cc2[nH]c(=O)n(CCC(=O)NCCc3ccc(OC)c(OC)c3)c(=O)c2cc1OCC the results were Ba/F3 V617F tox 3, MDM2 E3 inh -22, Wee1 stabilizer -1, PERK inh 0.1, NPY2 pot ag 6, S1P4 antagonist 0, S1P4 agonist -1.2, eIF4E-4G inh -4 and BaF3 tox 6.
Screening COCCNC(=O)c1ccc(N2CCC3(CC2)OCCO3)c([N+](=O)[O-])c1 returned Ba/F3 V617F tox -5, MDM2 E3 inh -5, Wee1 stabilizer -1, PERK inh 1.3, NPY2 pot ag -4, S1P4 antagonist 2, S1P4 agonist -3.3, eIF4E-4G inh 6 and BaF3 tox -2.
For N#Cc1ccc(COC(=O)C2CCC(=O)N2)cc1 (centres undefined) the results were Ba/F3 V617F tox -4, MDM2 E3 inh -13, Wee1 stabilizer 2, PERK inh 0.6, NPY2 pot ag 1, S1P4 antagonist -17, S1P4 agonist 1.4, eIF4E-4G inh 3 and BaF3 tox 4.
COc1ccc(-n2c(SCc3ccccn3)nc3c(c2=O)SCC3)cc1OC was read as Ba/F3 V617F tox 10, MDM2 E3 inh -7, Wee1 stabilizer 5, PERK inh -0.4, NPY2 pot ag -5, S1P4 antagonist -7, S1P4 agonist 1.1, eIF4E-4G inh -2 and BaF3 tox 1.
`O=C(COC(=O)c1cnccn1)NCc1ccc(Cl)cc1` gave Ba/F3 V617F tox 1, MDM2 E3 inh 1, Wee1 stabilizer -2, PERK inh 0.6, NPY2 pot ag -11, S1P4 antagonist -1, S1P4 agonist -1.4, eIF4E-4G inh 2 and BaF3 tox 7.
For COc1ccc(NC(=O)Nc2cccc3cccnc23)cc1 the results were Ba/F3 V617F tox 3, MDM2 E3 inh -17, Wee1 stabilizer 3, PERK inh 0.2, NPY2 pot ag -7, S1P4 antagonist -6, S1P4 agonist -2.5, eIF4E-4G inh -1 and BaF3 tox 5.
For Cc1cc(C)c2nc(N3CCC(C(=O)N4CCN(c5ncccn5)CC4)CC3)sc2c1 the results were Ba/F3 V617F tox 0, MDM2 E3 inh -14, Wee1 stabilizer -2, PERK inh 0.5, NPY2 pot ag 3, S1P4 antagonist -1, S1P4 agonist 0.0, eIF4E-4G inh -6[fluorescence artefact?] and BaF3 tox 1.
COc1ccc(OC)c(C2C(C(=O)c3sc(C)nc3C)=C(O)C(=O)N2CCN2CCOCC2)c1 (centres undefined) was read as Ba/F3 V617F tox -5, MDM2 E3 inh -15, Wee1 stabilizer -1, PERK inh 0.7, NPY2 pot ag 2, S1P4 antagonist -30, S1P4 agonist 1.0, eIF4E-4G inh -11 and BaF3 tox -1.
Cc1ccc2oc(-c3ccccc3C(=O)O)cc(=O)c2c1 was read as Ba/F3 V617F tox -1, MDM2 E3 inh -1, Wee1 stabilizer -1, PERK inh -0.1, NPY2 pot ag -13, S1P4 antagonist 2, S1P4 agonist -0.8, eIF4E-4G inh 2 and BaF3 tox 5.
For Cc1nnc(SCc2c(Cl)cccc2Cl)s1 the results were Ba/F3 V617F tox 5, MDM2 E3 inh -2, Wee1 stabilizer -2, PERK inh 0.2, NPY2 pot ag -19, S1P4 antagonist 22, S1P4 agonist -2.9, eIF4E-4G inh -2 and BaF3 tox 2.
Screening COc1ccc(Cl)cc1-c1nc(-c2ccncc2)no1 returned Ba/F3 V617F tox -3, MDM2 E3 inh -14, Wee1 stabilizer 4, PERK inh 0.4, NPY2 pot ag 0, S1P4 antagonist -3, S1P4 agonist 2.5, eIF4E-4G inh 2 and BaF3 tox -1.
CCNC(=O)NC(=O)CSc1ccc(NC(C)=O)cc1 was read as Ba/F3 V617F tox -3, MDM2 E3 inh 7, Wee1 stabilizer -3, PERK inh 0.8, NPY2 pot ag -1, S1P4 antagonist -1, S1P4 agonist 3.2, eIF4E-4G inh 5 and BaF3 tox 2.
Cc1cc(C)nc(Nc2n[nH]c(-c3ccc(N)cc3)n2)n1 was read as Ba/F3 V617F tox 3, MDM2 E3 inh -21, Wee1 stabilizer 7, PERK inh -0.5, NPY2 pot ag -2, S1P4 antagonist 5, S1P4 agonist 1.1, eIF4E-4G inh -11 and BaF3 tox 4.
Screening CC(C)CNC(=O)COC(=O)c1cncc(Br)c1 returned Ba/F3 V617F tox -3, MDM2 E3 inh -11, Wee1 stabilizer 1, PERK inh 1.1, NPY2 pot ag 1, S1P4 antagonist -25, S1P4 agonist 0.7, eIF4E-4G inh 5[fluorescence artefact?] and BaF3 tox 3.
Screening O=C(c1ccc(Cl)cc1)N1CCn2c1nc1ccccc12 returned Ba/F3 V617F tox 8, MDM2 E3 inh -7, Wee1 stabilizer 0, PERK inh -0.8, NPY2 pot ag -10, S1P4 antagonist 0, S1P4 agonist 0.2, eIF4E-4G inh 1 and BaF3 tox 8.
`O=C(NN1C(=O)c2ccccc2C1=O)c1ccccc1[N+](=O)[O-]` gave Ba/F3 V617F tox 0, MDM2 E3 inh -7, Wee1 stabilizer -2, PERK inh 0.8, NPY2 pot ag 2, S1P4 antagonist -7, S1P4 agonist 1.9, eIF4E-4G inh 2 and BaF3 tox 3.
Screening COc1cccc(C=Nc2cc(C)cc(C)c2)c1O returned Ba/F3 V617F tox 6, MDM2 E3 inh -10, Wee1 stabilizer 2, PERK inh 0.1, NPY2 pot ag -6, S1P4 antagonist 0, S1P4 agonist -0.9, eIF4E-4G inh 3 and BaF3 tox 8.

Reprinted at random: 2 records from the list
Screening COc1cccc(C=Nc2cc(C)cc(C)c2)c1O returned Ba/F3 V617F tox 6, MDM2 E3 inh -10, Wee1 stabilizer 2, PERK inh 0.1, NPY2 pot ag -6, S1P4 antagonist 0, S1P4 agonist -0.9, eIF4E-4G inh 3 and BaF3 tox 8.
Screening CC(C)CNC(=O)COC(=O)c1cncc(Br)c1 returned Ba/F3 V617F tox -3, MDM2 E3 inh -11, Wee1 stabilizer 1, PERK inh 1.1, NPY2 pot ag 1, S1P4 antagonist -25, S1P4 agonist 0.7, eIF4E-4G inh 5[fluorescence artefact?] and BaF3 tox 3.
